TEAD-YAP inh: TEAD-YAP interaction inhibition, primary screen, TEAD-YAP interaction inhibitor project, luminescence, HEK-TIYL cells; TEAD-Gal4/YAP UAS-luciferase luminescence; inhibition, % at 9.12 µM; 640,000 tested, 1.4% active; AID 1259422, 2018; in the data active = inhibition above about 32%;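 also: 0% = median of test compound wells and 100% = reference inhibitor wells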
FBW7 activator: FBW7 E3 ligase activators, primary screen, biochemical, AlphaScreen, human. F-box/WD repeat-containing protein 7 (Homo sapiens), Q969H0. AlphaScreen FBW7–phospho-cyclin E peptide binding, activator screen. normalized activity (activation), % at 26.1 µM. 650,000 tested, 0.13% active; in the data active = normalized activity above about 1.9%;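 also: purified mutant Fbw7 with reduced substrate affinity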
MITF primary: MITF inhibitors, primary screen, biochemical, AlphaScreen, human; Microphthalmia-associated transcription factor (Homo sapiens), O75030; AlphaScreen MITF homodimerization, bead proximity signal; inhibition, % at 2.6 µM; 650,000 tested, 0.91% active; in the data active = inhibition above about 50%;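 also: 0% = vehicle wells with protein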
Target sequence (O75030 whole entry, looked up): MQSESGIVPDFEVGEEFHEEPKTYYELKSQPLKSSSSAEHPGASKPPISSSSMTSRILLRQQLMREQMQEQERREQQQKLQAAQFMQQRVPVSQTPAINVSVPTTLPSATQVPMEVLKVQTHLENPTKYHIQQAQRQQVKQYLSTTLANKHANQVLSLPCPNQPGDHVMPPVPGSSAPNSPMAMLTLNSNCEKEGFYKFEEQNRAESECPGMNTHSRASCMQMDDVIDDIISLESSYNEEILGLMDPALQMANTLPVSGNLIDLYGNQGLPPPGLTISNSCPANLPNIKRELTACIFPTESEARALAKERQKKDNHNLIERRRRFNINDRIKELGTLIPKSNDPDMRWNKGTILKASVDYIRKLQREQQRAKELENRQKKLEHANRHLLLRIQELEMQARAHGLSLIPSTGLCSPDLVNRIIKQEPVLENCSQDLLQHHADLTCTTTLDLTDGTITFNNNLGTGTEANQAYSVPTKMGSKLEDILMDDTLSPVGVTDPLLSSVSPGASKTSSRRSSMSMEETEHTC
GPR151 activ: activators of human GPR151, primary screen, cell-based, PathHunter beta-arrestin, luminescence; 650,000 tested, 1% active; activation, % at 11.2 µM; PathHunter beta-arrestin GPR151 cells; in the data active = activation above about 4.9%;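 also: 0% = median of compound wells and 100% = cells with positive control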
Target sequence (Q8TDV0 whole entry, looked up): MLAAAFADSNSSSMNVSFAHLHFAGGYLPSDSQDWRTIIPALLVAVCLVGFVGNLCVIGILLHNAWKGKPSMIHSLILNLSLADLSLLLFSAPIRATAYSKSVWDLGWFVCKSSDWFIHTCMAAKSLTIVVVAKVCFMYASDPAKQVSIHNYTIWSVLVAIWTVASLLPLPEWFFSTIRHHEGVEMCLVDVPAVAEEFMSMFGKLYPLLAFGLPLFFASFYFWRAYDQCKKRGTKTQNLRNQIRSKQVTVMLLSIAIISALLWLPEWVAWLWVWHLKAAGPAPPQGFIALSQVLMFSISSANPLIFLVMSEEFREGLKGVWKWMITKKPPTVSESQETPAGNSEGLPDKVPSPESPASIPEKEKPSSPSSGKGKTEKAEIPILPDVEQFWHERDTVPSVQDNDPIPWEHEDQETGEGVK
An asterisk follows results filed as active; . = not tested or not shown; & = joins results of further samples. The order is random, and some 3.5% of all compounds hit somewhere here.

entry	compound	TEAD-YAP inh	FBW7 activator	MITF primary	GPR151 activ
1	N=C1S/C(=C\c2cn[nH]c2-c2ccc(F)cc2)C(=O)N1c1ccc(Cl)cc1	12.7	0.3	12.4	-0.8
2	CC1=C(C(=O)OC(C)C)C(c2ccc(Cl)cc2Cl)CC(=O)N1 (stereo not given)	0.5	-0.2	-5.5	-0.2
3	O=C(CC1Nc2ccccc2NC1=O)Nc1ccccc1 (stereo not given)	-6.7	0.2	-0.2	0.5
4	COC(=O)C1=C(O)/C(=C/c2ccc(C)o2)SC1=Nc1ccccc1	6.8	0.0	1.9	2.4
5	O=S(=O)(c1ccc(Cl)c(F)c1)N1CCC(O)(c2ccccn2)CC1	7.5	-0.4	2.9	1.1
6	Cc1[nH]c(=O)[nH]c(=O)c1S(=O)(=O)N1CCCC(C(=O)NCc2cccnc2)C1 (stereo not given)	9.9	0.5	6.2	-0.8
7	COc1ccc(C=Nc2ccc(S(=O)(=O)Nc3ccc(OC)nn3)cc2)cc1	2.7	0.0	-3.8	-0.8
8	CCOc1ccc(-c2cc(=O)c3cc(NC(=O)c4ccc(OC)cc4)ccc3o2)cc1	-24.5	-0.1	-5.8	0.1
9	CCCOc1ccccc1/C=N/NS(=O)(=O)c1ccc(C)cc1	2.4	0.1	15.2	1.5
10	CCN(C(=O)c1cc(S(=O)(=O)N2CCc3ccccc32)cn1C)c1ccccc1	5.2	0.2	10.0	-0.5
11	Cn1c(=O)c(C(=O)NCc2ccc(Cl)cc2)c(O)c2ccccc21	-13.9	-0.1	-2.6	0.6
12	CCOc1ccc(OCC)c(NS(=O)(=O)c2cccc3nsnc23)c1	5.5	-0.1	14.0	0.0
13	COc1ccc(CCNC(=O)CSc2nc3c(sc(=S)n3-c3ccccc3C)c3nc4ccccc4n23)cc1OC	-0.2	-0.4	12.3	1.6
14	O=C(CCOc1ccccc1)N(CCN1CCOCC1)c1nc2ccccc2s1	-37.8	0.0	-2.7	0.7
15	COc1ccc(CNCCC2CCC(=O)N2Cc2cn3cc(C)sc3n2)cc1 (stereo not given)	-0.3	0.0	-11.2	0.1
16	CN(C)CCN1C(=O)C(O)=C(C(=O)c2ccco2)C1c1cccs1 (stereo not given)	1.0	0.1	7.5	-1.7
17	COc1ccc(NC(=S)N(Cc2ccc(F)cc2)C2CCCCC2)cc1	-13.4	-0.1	-2.6	-1.3
18	Oc1ccc(N2CCN(C(=S)NCc3ccccc3)CC2)cc1	-10.4	0.0	1.3	-0.3
19	C[C@H]1NC(=O)[C@@H]2C[C@H](NC(=O)N[C@H](C)c3ccccc3)CN2C1=O	-5.3	0.1	18.1	-1.2
20	N#C/C(=C/c1ccc(-c2cccc(Cl)c2)o1)C(=O)NCCO	-13.3	0.0	4.3	0.3
21	O=C(c1ccco1)N1N=C(c2ccc3nccnc3c2)CC1c1ccccc1 (stereo not given)	1.4	-0.2	1.7	2.8
22	CC(=O)N(Cc1ccccc1)c1nc(-c2ccccc2)cs1	-11.1	-0.2	-5.1	-1.6
23	Cc1cccc(OCC(=O)N(Cc2ccc(Cl)cc2)C2CCS(=O)(=O)C2)c1 (stereo not given)	-0.2	0.1	11.1	-0.1
24	Cc1cccc(N2C(=O)CSC2c2ccc(F)cc2)c1 (stereo not given)	3.0	-0.1	0.3	-0.8
25	CCOC(CNC(=O)C1CCCN(Cc2nc(-c3cccc(Cl)c3)oc2C)C1)OCC (stereo not given)	-9.2	0.0	-1.8	3.5
26	COC(F)(C(=O)Nc1nc2ccccc2s1)C(F)(F)F (stereo not given)	-3.7	0.0	-6.0	-2.9
27	COc1cc(/C=C/C(=O)O)cc(S(=O)(=O)N2CCCC2)c1OC	6.2	-0.1	14.3	0.1
28	COC(=O)C1CCN(C(=O)c2c(OC)cccc2OC)CC1	-1.3	-0.2	0.9	0.9
29	Cc1cc(=O)n2[nH]c(C(F)(F)F)nc2n1	3.5	0.0	15.2	0.1
30	COc1cc2ccccc2cc1C(=O)Nc1nnc(-c2ccc(Cl)cc2)s1	-0.7	-0.1	1.8	0.1
31	Cc1cc(N2C(=O)c3cc(Cl)c(Cl)cc3C2=O)no1	7.0	0.8	13.7	0.9
32	O=C(NCC1CCCCC1)C1CCN(C(=O)Nc2ccccc2)CC1	9.1	0.1	-4.0	0.0
33	O=C(NCCc1ccc(O)cc1)c1ccnc(-c2cccs2)c1	7.1	0.0	51.3*	0.7
34	COc1ccccc1NC(=O)C1=C(C)NC2=C(C(=O)CCC2)C1c1cccs1 (stereo not given)	0.0	-0.1	-3.7	-1.0
35	COc1ccc(Cc2nnc(NC3CCCCC3)[nH]c2=O)cc1	-2.2	0.5	16.7	0.1
36	CC(=O)N(C)c1ccc(NC(=O)Nc2cccc(F)c2)cc1	-67.8	-0.1	13.2	-1.2
37	CCOCCCNC(=O)C1CCCN1C(=O)Nc1ccc(OC)cc1 (stereo not given)	4.4	0.2	10.6	-0.7
38	O=S(=O)(c1ccc(F)cc1)N1CCN(Cc2c(F)cccc2F)CC1	8.6	0.2	77.3*	0.3
39	CCOC(=O)C(=CNc1ccc(Cl)c(Cl)c1)C(=O)OCC	3.2	0.1	-0.3	0.8
40	O=C(Nc1ccc(Cl)cc1)c1cc([N+](=O)[O-])ccc1O	72.0*	-0.1	11.3	-10.0
41	CC1(C)SC(=S)N(CCN2CCOCC2)C1N(O)C(=O)Nc1ccccc1 (stereo not given)	-2.1	-0.1	6.1	0.4
42	CCn1c2ccccc2c2cc(C3C(C#N)=C(N)OC4=C3C(=O)CC(C)(C)C4)ccc21 (stereo not given)	10.1	0.2	-9.2	-0.3
43	N#Cc1c(NC(=O)c2cnccn2)sc2c1CCC2	-16.8	-0.1	15.5	-0.2
44	C/C(CCN1CCCc2nc(C)c(C)cc21)=N\O[C@@H](C)CN1CCCCc2nc(C)c(C)cc21	.	0.1	9.9	-1.6
45	COc1cccc(Nc2nc(C)nc3sc4c(c23)CCC4)c1	4.9	0.4	7.3	1.9

Reprinted at random: five entries already listed
entry	compound	TEAD-YAP inh	FBW7 activator	MITF primary	GPR151 activ
39	CCOC(=O)C(=CNc1ccc(Cl)c(Cl)c1)C(=O)OCC	3.2	0.1	-0.3	0.8
40	O=C(Nc1ccc(Cl)cc1)c1cc([N+](=O)[O-])ccc1O	72.0*	-0.1	11.3	-10.0
44	C/C(CCN1CCCc2nc(C)c(C)cc21)=N\O[C@@H](C)CN1CCCCc2nc(C)c(C)cc21	.	0.1	9.9	-1.6
38	O=S(=O)(c1ccc(F)cc1)N1CCN(Cc2c(F)cccc2F)CC1	8.6	0.2	77.3*	0.3
43	N#Cc1c(NC(=O)c2cnccn2)sc2c1CCC2	-16.8	-0.1	15.5	-0.2

(next part)
entry	compound	TEAD-YAP inh	FBW7 activator	MITF primary	GPR151 activ
46	O=C1NC(NS(=O)(=O)c2ccccc2)(C(F)(F)F)C(=O)N1c1ccc(F)cc1 (stereo not given)	0.4	0.1	-2.9	1.9
47	Cc1csc(N2C(=O)c3ccccc3C2=O)c1C#N	1.4	0.2	9.0	-0.4
48	CCOc1ccc(N(CC(=O)NN=C2CCN(C)CC2)S(C)(=O)=O)cc1	-4.8	0.4	5.1	-0.7
49	COc1ccc(N2CC(NC(=O)Nc3ccccc3F)CC2=O)cc1OC (stereo not given)	16.2	0.0	3.4	1.3
50	CCc1cccc(CC)c1NC1=NS(=O)(=O)c2ccccc21	-12.6	-0.2	-0.8	2.4
51	COc1ccccc1C(=O)N1CCn2c1nc1ccccc12	1.0	0.0	-10.1	-1.4
52	CCn1ccnc1CN(C)Cc1c(C(=O)N2CCOCC2)nc2ccccn12	-5.2	-0.1	11.1	-0.5
53	COc1cc(O)c(C(C)=O)cc1Br	3.6	0.1	-0.6	1.6
54	O=C1OC(c2ccc([N+](=O)[O-])cc2)=N/C1=C/C=C/c1ccccc1	6.1	-0.1	7.3	-0.9
55	O=c1[nH]c2cc(Cl)ccc2c(O)c1-c1ccc(Oc2ccccc2)cc1	5.3	0.0	14.4	0.0
56	Cc1ccc(N/C(=N/c2nc(C)cc(C)n2)NC(=O)c2ccccc2)cc1	0.1&-3.5	-0.1&-0.1	0.3&1.8	0.6&1.4
57	Cc1nc(/C(N)=N/OC(=O)c2cc3c([nH]c4ccccc43)c(C)n2)no1	8.8	-0.1	0.8	-0.1
58	O=c1[nH]cnc2c1C(c1ccc([N+](=O)[O-])cc1)c1c(nc[nH]c1=O)O2	-1.9	-0.1	23.4	0.3
59	O=C(COc1ccc(S(=O)(=O)NCCc2ccccc2)cc1)NCc1cccnc1	4.7	0.2	11.4	-1.5
60	CC1CCN(S(=O)(=O)c2ccc(F)c(C(=O)O)c2F)CC1	-2.3	0.6	2.1	-2.1
61	O=C(COc1cccc2ccc(N3CCCC3)nc12)Nc1ccc2c(c1)OCO2	5.9	0.0	-5.7	0.1
62	CCOC(=O)C12CC3CC(C1)C(NC(=O)c1cccc(Br)c1)C(C3)C2 (stereo not given)	2.9	0.0	21.4	-1.7
63	C=C1c2cc(C)c(C)cc2NC(=O)N1c1ccc(Cl)c(Cl)c1	3.0	0.0	-4.1	1.2
64	COc1cccc(-c2nc(-c3ccc(NC(=O)Cn4cc([N+](=O)[O-])cn4)cc3)no2)c1	5.1	0.1	1.9	-0.7
65	CCN(CC(=O)N/N=C/C=C/c1ccccc1)c1ccccc1	4.9	-0.1	1.6	-1.0
66	Cc1nc(N2CCC(NCCc3ccco3)CC2)nc2cc(S(C)(=O)=O)ccc12	-0.8	0.1	-10.3	-0.2
67	O=C(NCC1CCCO1)c1ccc2c(=O)n(CC3CCCO3)c(SCc3ccc([N+](=O)[O-])cc3)nc2c1 (stereo not given)	1.7	0.0	12.8	-0.6
68	CCC(C)CCCCC(=O)NC(CCN)C(=O)NC(C(=O)NC(CCN)C(=O)NC1CCNC(=O)C(C(C)O)NC(=O)C(CCN)NC(=O)C(CCN)NC(=O)C(CC(C)C)NC(=O)C(Cc2ccccc2)NC(=O)C(CCN)NC1=O)C(C)O (stereo not given)	15.3&-4.2	0.0&-0.1	6.2&-11.4	-0.6&3.0
69	Cc1ccc2[nH]c(O)c(N=NC(=O)c3cccnc3)c2c1	-11.6	0.0	20.3	-0.6
70	O=C1NC(=O)C(=Cc2ccc(OC(=O)c3ccccc3[N+](=O)[O-])cc2)C(=O)N1	5.1	-0.1	9.0	0.5
71	COc1ccccc1C(=O)n1cc(C)cn1	-1.1	-0.1	3.6	-0.6
72	Cc1ccc(S(=O)(=O)C(CNC(=O)C(=O)NCc2ccccc2F)c2ccco2)cc1 (stereo not given)	-5.0	-0.2	13.3	-1.2
73	O=C(O)C1C2C=CC(C2)C1C(=O)Nc1ncccc1O (stereo not given)	-3.2	0.1	-5.5	0.2
74	Cc1ccoc1C(=O)NCC1Cc2cc(-c3ccc(S(C)(=O)=O)cc3)ccc2O1 (stereo not given)	38.8*	0.6	15.3	0.8
75	CCOC(=O)Nc1ccc(S(=O)(=O)N2CCN(CC)CC2)cc1	0.7	0.1	-11.5	2.3

Two of the compounds above, screen by screen.
(49) COc1ccc(N2CC(NC(=O)Nc3ccccc3F)CC2=O)cc1OC (stereo not given)
(8) CCOc1ccc(-c2cc(=O)c3cc(NC(=O)c4ccc(OC)cc4)ccc3o2)cc1

screen / no. | 49 | 8
TEAD-YAP inh | 16.2 | -24.5
FBW7 activator | 0.0 | -0.1
MITF primary | 3.4 | -5.8
GPR151 activ | 1.3 | 0.1

Other compounds.
entry	compound	TEAD-YAP inh	FBW7 activator	MITF primary	GPR151 activ
76	Cc1cccc(/C=N/NC(=O)CNC(=O)c2ccc(Cl)cc2)c1O	-7.6	-0.1	-12.3	-1.1
77	C/C=C/COC(=O)Cn1c(=O)sc2cccc(Cl)c21	-3.8	-0.1	2.0	-1.5
78	CCOC(CNS(=O)(=O)c1ccc(S(C)(=O)=O)cc1)(OCC)c1ccncc1	-1.6	0.5	13.8	0.2
79	Cc1cccc(-c2nc3sc4c(c3c(=O)o2)CCC4)c1	2.9	-0.2	0.5	-0.4
80	Cc1ccc(CN2CCC(NC3CCCCC3)CCC2=O)cc1 (stereo not given)	0.1	-0.1	13.3	0.9
81	COc1cc(OC)nc(Oc2ccccc2/C=N/NC(C)=O)n1	-12.6	0.2	7.8	1.7
82	N#Cc1cc2cc3c(cc2nc1NCCNC(=O)C12CC4CC(CC(C4)C1)C2)OCO3	-11.8	-0.2	0.3	0.6
83	CN1CCN(c2cc(-c3cccc(C(F)(F)F)c3)nc(-c3cccnc3)n2)CC1	5.2	0.3	13.3	0.1
84	Cc1cccc2cc(C(c3nnnn3Cc3ccc4c(c3)OCO4)N3CCCC3)c(=O)[nH]c12 (stereo not given)	0.1	0.1	14.7	1.9
85	COc1cc(CNCCCO)ccc1OCc1ccccc1Cl	-31.1	0.2	-18.9	-2.4
86	O=C(N1CCN(C(=O)C23CC4CC(CC(C4)C2)C3)CC1)C12CC3CC(CC(C3)C1)C2	-10.6	0.3	-3.7	0.2
87	O=C(Nc1ccc(O)c(-c2nc3ccccc3s2)c1)c1ccc(-c2ccccc2)cc1	0.8	-0.1	6.2	1.3
88	COc1ccc(-n2nc3c(c2NC(=O)CC(C)(C)C)CSC3)cc1	2.7	0.0	4.3	-0.1
89	COc1ccc(Cl)cc1C(=O)Nc1cccc(-c2ccc3nnc(C)n3n2)c1	-1.7	1.2	-9.8	-0.4
90	CCc1ccc(/C=N\NC(=O)c2cccnc2)cc1	-14.5	0.0	7.7	-1.2

Compound activity (PubChem BioAssay)
